GC-B act = GC-B (human) receptor activation. HEK293-GC-B cells, CNP EC30, cGMP TR-FRET; 0% at EC30 CNP, 100% saturating CNP. P20594. activation, % at 10 µM. AID 1920062. actives 0.11% (n = 370,000);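 active = activation at 10 µM reaching about 35% in either raw or pattern-adjusted values, limit read from the data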
mABHD4 FP = inhibitors of mouse ABHD4; Q8VD66; purified mABHD4, FP-Rh probe fluorescence polarization; inhibition, % at 8.92 µM; actives 0.54% (n = 370,000); AID 720543;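 active = inhibition exceeding the mean over every tested compound plus 3 SD, cut at about 30% in these data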;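 note: 0% = plate median of compound wells and 100% = S159A mutant with DMSO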
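Assay system: wild-type mouse ABHD4 protein; compound: single nominal dose of 8.92 µM, 0.89% DMSO final; schedule: 45 min + 60 min at 25 °C; measured by: FP readout, ex 525 nm / em 598 nm; evaluation: % inhibition of FP-Rh probe binding versus controls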
rCAG binder = molecules binding r(CAG) RNA repeats | r(CAG) RNA repeat, TO-PRO-1 dye displacement fluorescence | inhibition, % at 3 µM | actives 1.3% (n = 370,000);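 active = inhibition above the plate cutoff, the mean of all test compounds on that plate plus 3 SD, cut at about 35% in these data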;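 note: 0% = DMSO alone and 100% = 100 µM mitoxantrone as full dye displacement; higher means more dye released from RNA so lower well fluorescence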
TDP2 inh = blocks human TDP2 phosphodiesterase activity. recombinant TDP2, T5PNP hydrolysis, p-nitrophenol absorbance 415 nm. actives 0.34% (n = 370,000). O95551. AID 720702. inhibition, % at 12.8 µM;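 active = inhibition above the mean of all tested compounds plus 3 SD, set per campaign, cut at about 25% in these data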;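 note: 0% = DMSO with enzyme and 100% = buffer with substrate but no TDP2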
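System: recombinant human TDP2 / Amount: 120 nM TDP2 per well / Also added: 5 mM T5PNP chromogenic substrate / Doses: 12.8 µM single point, 1% DMSO / Incubation: 2 h at 37 °C / Detection: p-Nitrophenol epi absorbance / Evaluation: % inhibition relative to enzyme-containing and enzyme-free wells / Repeats: singlicate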
TCR CD3 inh = inhibitors of human TCR-CD3 interaction; TAMRA-labeled TCR probe fluorescence, biochemical; inhibition, % at 9.4 µM; actives 0.37% (n = 360,000); AID 651800; in the data active = inhibition above about 19%;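 note: recombinant mutant TCR 2C K166C tagged with TAMRA read by polarization; 0% = receptor in buffer alone and 100% = receptor with positive control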
MBD2 inh = MBD2-methylated oligo binding inhibition; Q9UBB5; TR-FRET, MBD2 binding to methylated oligonucleotide; inhibition, % at 4.4 µM; actives 0.31% (n = 370,000); AID 686964; in the data active = inhibition above about 13%
Target sequence (Q9UBB5 whole entry, looked up): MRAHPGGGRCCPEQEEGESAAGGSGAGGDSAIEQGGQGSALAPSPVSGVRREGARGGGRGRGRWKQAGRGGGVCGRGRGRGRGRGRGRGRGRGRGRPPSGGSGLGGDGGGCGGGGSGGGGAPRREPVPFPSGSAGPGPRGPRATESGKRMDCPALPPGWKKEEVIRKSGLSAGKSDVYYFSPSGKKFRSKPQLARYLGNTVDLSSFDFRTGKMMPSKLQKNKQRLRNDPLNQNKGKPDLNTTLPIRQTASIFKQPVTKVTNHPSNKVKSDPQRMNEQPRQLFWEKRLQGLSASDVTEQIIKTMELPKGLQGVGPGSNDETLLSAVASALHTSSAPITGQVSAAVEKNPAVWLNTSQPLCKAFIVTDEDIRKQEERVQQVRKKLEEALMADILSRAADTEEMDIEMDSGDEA
HTRA1 inhibitor = HTRA1 (human) protease inhibition; Q92743; recombinant HTRA1, FP-rhodamine activity-based probe, fluorescence polarization; inhibition, % at 5.96 µM; actives 0.5% (n = 340,000); in the data active = inhibition above about 36%;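 note: 0% = enzyme with DMSO and 100% = wells lacking enzyme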
PRMT1 inh = inhibitors of human PRMT1; actives 1.3% (n = 370,000); Q99873; inhibition, % at 2.79 µM; recombinant PRMT1, activity-based probe fluorescence polarization;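 active = inhibition above about 21% made by adding two undisclosed values, limit read from the data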
LEDGF integ inh = blocks HIV-1 LEDGF/p75-dependent DNA integration. TR-FRET IN-LEDGF/p75 DNA integration, Eu/Cy5. actives 0.64% (n = 370,000). AID 743269. inhibition, % at 3.7 µM;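 active = inhibition above the screen-wide mean plus 3 SD, cut at about 13% in these data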;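 note: signal is the Cy5 over europium emission ratio at 671 and 618 nm; 0% = plate median of compound wells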
SIAE primary = inhibitors of human sialic acid acetylesterase SIAE | actives 0.69% (n = 370,000) | SIAE FP-Rh probe binding, fluorescence polarization | Q9HAT2 | inhibition, % at 9.66 µM;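 active = inhibition above a cutoff: mean of compounds within the control limits plus 3 SD of those, cut at about 17% in these data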;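 note: 0% = plate median of compound wells and 100% = probe without SIAE protein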
Target sequence (Q9HAT2 whole entry, looked up): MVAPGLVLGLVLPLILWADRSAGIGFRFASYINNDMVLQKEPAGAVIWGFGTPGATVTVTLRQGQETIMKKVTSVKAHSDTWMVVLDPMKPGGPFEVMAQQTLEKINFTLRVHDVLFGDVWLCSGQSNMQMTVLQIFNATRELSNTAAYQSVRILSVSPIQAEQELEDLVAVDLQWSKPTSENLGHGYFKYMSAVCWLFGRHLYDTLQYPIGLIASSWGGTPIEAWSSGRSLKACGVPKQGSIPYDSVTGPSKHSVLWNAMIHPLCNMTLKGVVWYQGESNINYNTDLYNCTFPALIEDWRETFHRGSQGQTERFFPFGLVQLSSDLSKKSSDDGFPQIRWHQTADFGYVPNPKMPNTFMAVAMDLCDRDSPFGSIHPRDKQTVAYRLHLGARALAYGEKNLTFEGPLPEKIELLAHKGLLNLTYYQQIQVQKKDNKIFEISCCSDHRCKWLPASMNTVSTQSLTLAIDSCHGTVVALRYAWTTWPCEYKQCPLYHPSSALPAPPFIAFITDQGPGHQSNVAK
* marks the source's active call; other numbers are inactive results; / = not tested or not shown. A portion of the library; count on the stated rates, not on these rows.

cpd	SMILES	GC-B act	mABHD4 FP	rCAG binder	TDP2 inh	TCR CD3 inh	MBD2 inh	HTRA1 inhibitor	PRMT1 inh	LEDGF integ inh	SIAE primary
1	OCCN(CCO)c1ncnc2c1oc1ccc(Br)cc12	4	-9	3	-9	0	9	-5	6	-5	-3
2	COc1ccc(NC(=O)Cn2nnc3sc4c(c3c2=O)CC(C)(C)OC4)cc1	-2	0	20	5	7	-1	2	-2	0	-1
3	COc1ccc(C(CNC(=O)c2ccc(NS(=O)(=O)c3ccc(F)c(C)c3)cc2)N(C)C)cc1 (centres undefined)	3	0	-2	5	5	2	-5	-4	-4	0
4	Cc1cccn2cc(-c3cccc(NC(=O)c4cccs4)c3)nc12	-3	-13	4	-14	-2	-1	-42	-1	3	-11
5	COc1ccc(OC)c(CN2CCN(C(=O)c3ccc(NS(=O)(=O)c4cccc([N+](=O)[O-])c4)cc3)CC2)c1	-3	-13	22	-2	-5	9	1	4	3	1
6	CCN(C(=O)CSc1nnc(C2CC2)n1-c1ccccc1)C1CCS(=O)(=O)C1 (centres undefined)	0	10	-1	0	4	4	5	4	-2	-3
7	Cc1cc(S(=O)(=O)NC(C)C)ccc1OCC(=O)N1CCOCC1	4	-3	-4	0	-2	7	0	4	-1	-5
8	S=c1[nH]nc(COc2ccccc2)n1/N=C/c1cccs1	-13	1	7	18	11	2	-6	7	0	5

2 compounds drawn at random from the list so far:
cpd	SMILES	GC-B act	mABHD4 FP	rCAG binder	TDP2 inh	TCR CD3 inh	MBD2 inh	HTRA1 inhibitor	PRMT1 inh	LEDGF integ inh	SIAE primary
6	CCN(C(=O)CSc1nnc(C2CC2)n1-c1ccccc1)C1CCS(=O)(=O)C1 (centres undefined)	0	10	-1	0	4	4	5	4	-2	-3
8	S=c1[nH]nc(COc2ccccc2)n1/N=C/c1cccs1	-13	1	7	18	11	2	-6	7	0	5

Further results follow.
cpd	SMILES	GC-B act	mABHD4 FP	rCAG binder	TDP2 inh	TCR CD3 inh	MBD2 inh	HTRA1 inhibitor	PRMT1 inh	LEDGF integ inh	SIAE primary
9	COc1ccccc1-n1c(SCC(=O)N2CCOCC2)nc(O)c(Cc2ccccc2)c1=O	2	-5	-1	3	6	-1	-4	6	2	9
10	COc1ccc(C2C3=C(CC(C)(C)CC3=O)Nc3n[nH]c(C)c32)cc1 (centres undefined)	-4	3	5	-3	-2	1	1	3	1	6
11	Cc1nnc(SCC(=O)N(C)c2c(N)n(Cc3ccccc3)c(=O)[nH]c2=O)n1Cc1ccccc1	-3	1	-4	2	9	-4	-4	2	0	-6
12	COc1cc(S(=O)(=O)N2CCN=C2c2ccccc2)ccc1Cl	-1	3	-5	-2	6	-6	-3	-4	0	1
13	Cc1ccc(-c2oc3ccccc3c(=O)c2OCC(=O)O)cc1	5	6	6	-9	2	-2	3	-2	-5	2
14	CN(C)c1ccc(N2C(=NC(=O)C3CCCO3)SC3CS(=O)(=O)CC32)cc1 (centres undefined)	0	1	3	-10	-4	0	10	1	-11	1
15	CCC(C)Nc1nc(SC(C(C)=O)C(C)=O)nc(N(C)C)n1 (centres undefined)	-3	2	-4	-8	-2	12	12	4	-4	7
16	CCn1c2ccccc2c2cc(CC(N)=O)ccc21	-1	-9	1	-11	1	6	3	-2	4	-5

Additional records
cpd	SMILES	GC-B act	mABHD4 FP	rCAG binder	TDP2 inh	TCR CD3 inh	MBD2 inh	HTRA1 inhibitor	PRMT1 inh	LEDGF integ inh	SIAE primary
17	CCNC(=O)NC(=O)COC(=O)c1ccccc1SCC(=O)NC(=O)NCC	0	-10	1	6	-4	4	4	13	-3	-22
18	CC(=O)c1cccc(S(=O)(=O)N2CCC(C(=O)O)(c3ccccc3)CC2)c1	-1	1	6	10	2	1	-5	1	3	1
19	O=C1c2ccccc2NC(c2ccccc2)N1c1ccc(O)cc1 (centres undefined)	-11	-6	2	-9	-2	-2	-3	-3	2	3
20	CN(CC(=O)Nc1cccc(F)c1)C(=O)c1ccc2c(=O)n3c(nc2c1)CCC3	-2	1	0	4	-5	0	-2	-1	-3	2
21	CCc1ccc(-c2cc(C)no2)cc1S(=O)(=O)Nc1cc(C)on1	10	2	14	20	8	-6	-7	0	5	8
22	COc1ccc(C(=O)NCc2nnc(SCC(=O)N3CCCCC3)o2)cc1	6	-1	-4	-1	-1	-3	-1	-2	0	-10
23	Cc1ccc(OCC(=O)N(Cc2ccccc2)C(C)C)c([N+](=O)[O-])n1	-6	-5	-6	16	3	3	0	1	2	4
24	O=C(Nc1ccc(Cl)cc1)Nn1cnc2ccccc2c1=O	4	-10	10	2	1	1	-5	1	2	-3

The results go on:
cpd	SMILES	GC-B act	mABHD4 FP	rCAG binder	TDP2 inh	TCR CD3 inh	MBD2 inh	HTRA1 inhibitor	PRMT1 inh	LEDGF integ inh	SIAE primary
25	COc1ccc(NS(=O)(=O)c2ccc(C)c(C(=O)NCCCn3ccnc3)c2)cc1	4	0	4	-7	2	3	4	-4	-1	7
26	CCc1ccccc1NC(=O)Nc1cnccn1	-4	2	-4	3	2	1	1	0	-4	9
27	O=C(CC1NCCNC1=O)Nc1ccc2c(c1)OCCO2 (centres undefined)	2	3	2	4	7	-4	3	-2	-3	2
28	COc1ccccc1C(=O)Nc1cc(C)ccc1NC(=O)c1ccco1	6	4	-6	3	10	4	-4	-2	-3	-1
29	O=C(CN1C(=O)C2(OCCCO2)c2ccccc21)NCc1ccccc1	-10	-2	7	-6	-9	1	3	-2	3	-2
30	C#Cc1cccc(Nc2nc(NCCOC)nc3ccsc23)c1	37*	2	2	11	4	-4	/	-3	-2	9
31	Cc1cc(OCC(=O)NCCc2ccc(Cl)cc2)c2c(C)cc(=O)oc2c1	-19	0	1	-10	8	0	0	0	-3	-4
32	CC(C)N(C)C(=O)C(=O)c1cccn1-c1cccc(Cl)c1C#N	3	-1	-5	7	0	2	-7	2	0	-2

(next part)
cpd	SMILES	GC-B act	mABHD4 FP	rCAG binder	TDP2 inh	TCR CD3 inh	MBD2 inh	HTRA1 inhibitor	PRMT1 inh	LEDGF integ inh	SIAE primary
33	CCOc1ccc(CCNC(=O)C(O)c2ccccc2)cc1 (centres undefined)	5	2	-4	-3	12	-3	3	-3	2	-8
34	CCOc1cnc(-c2c(-c3c(Cl)cccc3Cl)noc2C)o1	-2	-5	-5	4	-2	-6	-4	0	-1	1
35	Cc1cc(OC(C)C(=O)NCC(O)c2ccccc2)c2c(C)cc(=O)oc2c1 (centres undefined)	-3	-3	-4	-20	-5	8	1	9	-1	2
36	O=[N+]([O-])c1ccccc1S(=O)(=O)N1CCN(Cc2ccsc2)CC1	4	4	-1	11	-6	4	/	0	1	-4
37	O=C(CCN1CCN(CCO)CC1)Nc1ccccc1	3	1	0	1	-6	0	-3	2	-5	0
38	Cc1cc(C)nc(NS(=O)(=O)c2ccc(N/C=C3\CCCC3=O)cc2)n1	1	-2	3	-8	1	1	0	1	2	5
39	Cc1c(Cl)cccc1NCC(=O)NN=C1CCCC1	0	4	2	5	-1	4	-2	3	-3	-6
40	O=C(c1ccc(Br)o1)N1CCN(C23CC4CC(CC(C4)C2)C3)CC1	2	-2	-5	-6	8	0	-4	2	1	-4

(list continues)
cpd	SMILES	GC-B act	mABHD4 FP	rCAG binder	TDP2 inh	TCR CD3 inh	MBD2 inh	HTRA1 inhibitor	PRMT1 inh	LEDGF integ inh	SIAE primary
41	Cc1ccccc1C(=O)Nc1ccnn1C1CCN(Cc2cccnc2)CC1	-1	6	-7	-1	0	-4	-1	4	1	4
42	COc1cc(C2C(C#N)=C(N)Oc3cc(C)n(CCc4ccccc4)c(=O)c32)cc2c1OCO2 (centres undefined)	-2	2	6	-1	1	-1	3	0	5	7
43	C=C(C)c1cccc(C(C)(C)NC(=O)Nn2cnnc2)c1	6	-5	0	1	4	2	-2	-4	4	-1
44	c1ccc(Cn2nnc3cnccc32)cc1	1	2	-1	4	-3	3	1	4	-1	0
45	CCCCOCC1CN(CCCC)S(=O)(=O)c2c(Oc3ccc(SC)c(C)c3)cccc2O1 (centres undefined)	-3	-1	4	-1	-3	7	/	-2	1	-4
46	COc1ccc(-c2nn(-c3ccccc3)cc2C(=O)NCCCn2ccnc2)cc1	1	3	-6	-9	2	2	-7	-2	1	-10
47	O=C1/C(=C/c2cccs2)CCc2ccccc21	3	-7	-3	-4	2	2	-9	-1	1	-7
48	CC(=O)Nc1ccc(NC(=O)C(OC(=O)c2ccccc2)C(OC(=O)c2ccccc2)C(=O)O)cc1 (centres undefined)	3	1	10	0	3	-5	-1	2	0	9

(list continues)
cpd	SMILES	GC-B act	mABHD4 FP	rCAG binder	TDP2 inh	TCR CD3 inh	MBD2 inh	HTRA1 inhibitor	PRMT1 inh	LEDGF integ inh	SIAE primary
49	Cc1nnc(SCC(=O)NC(=O)Nc2ccc3c(c2)OCCO3)s1	0	-6	-4	0	0	6	6	11	4	0
50	CC(=O)CC[C@@H]1CC[C@]2(CCCN(C(=O)C3CCCCC3)C2)O1	6	2	-1	4	/	-2	/	-2	-1	8
51	CC(C)c1nc(SCC(=O)N2CCCCC2)c2c(=O)n(C)c(=O)n(C)c2n1	5	-1	2	1	-6	3	3	3	1	0
52	CC(C)(C)OC(=O)C[C@H]1C/C=C\C[C@@H](CC(=O)N(CCO)Cc2ccccc2)C(=O)N[C@@H](Cc2ccccc2)COC1=O	0	4	-10	-3	1	2	-9	-4	0	3
53	COc1ccc(S(=O)(=O)Nc2cc(C(=O)NC(C)C)ccc2N2CCOCC2)cc1	-5	0	-2	5	3	-1	0	2	4	3
54	O=C(CCCCCCC(=O)Nc1ccccc1)NO	-1	5	1	1	0	-3	7	-2	2	5
55	CC(C)NC(=O)C1(C)CN(S(C)(=O)=O)CC(=O)N1CCCn1ccnc1 (centres undefined)	1	6	0	13	0	-6	/	0	2	3
56	CCCCn1c(N)c(N(CCOC)C(=O)C2CCN(S(=O)(=O)c3ccc(C)cc3)CC2)c(=O)[nH]c1=O	0	11	0	-3	-12	-1	4	3	-3	3
57	CC(=O)N1CCN(CC(=O)Nc2cccc(S(=O)(=O)N3CCCCCC3)c2)CC1	-1	0	-2	3	-3	-2	2	-2	-4	12
58	CC(C)Cc1nnc(NC(=O)CSc2ccccn2)s1	-1	3	-7	12	-3	2	0	0	2	1
59	CC(=O)Nc1ccc(NC(=O)C(C)OC(=O)CNC(=O)c2ccc(-c3ccccc3)cc2)cc1 (centres undefined)	-3	0	5	16	-1	-2	-10	-5	3	-3

High-throughput results deposited in PubChem by several laboratories.
